PKA-R2B activ – activators of human PKA-R2B complex; P22694+P31323; PKA-R2B holoenzyme dissociation, Cy5-IP20 fluorescence polarization; R2B truncated from residue 108, S112A mutant; 0% DMSO only, 100% 113 µM cGMP; activation, % at 11.4 µM; 340,000 tested, 0.079% active;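 active = activation above a cutoff set at the mean over all compounds plus 3 SD, cut at about 18% in these data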;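 also: higher means more holoenzyme dissociation and a rise in polarization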
MOR-DOR inv ag – mu-delta opioid heterodimer inverse agonism. P35372+P41143. cell-based MOR-DOR heterodimer luminescence. inhibition, % at 9.3 µM. 340,000 tested, 0.21% active. AID 504357; in the data active = inhibition above about 22%, passing the limit was not always enough;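 also: 0% = cells with DMSO and 100% = wells without cells with DMSO; values of inactives mirror those of a sister screen read the other way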
HTR5A ag ctr – counter-screen for OPRM1-OPRD1 agonists: human HTR5A agonism | P47898 | HTR5A agonist assay, luminescence, cell-based | activation, % at 9.3 µM | 340,000 tested, 0.61% active | AID 504692; in the data active = activation mostly above about 9.5%, no sharp cut-off; inactive = mostly below about 7.6%;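 also: 0% = cells with vehicle only and 100% = reference agonist; strong numbers were not always called active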
Target sequence (P47898 whole entry, looked up): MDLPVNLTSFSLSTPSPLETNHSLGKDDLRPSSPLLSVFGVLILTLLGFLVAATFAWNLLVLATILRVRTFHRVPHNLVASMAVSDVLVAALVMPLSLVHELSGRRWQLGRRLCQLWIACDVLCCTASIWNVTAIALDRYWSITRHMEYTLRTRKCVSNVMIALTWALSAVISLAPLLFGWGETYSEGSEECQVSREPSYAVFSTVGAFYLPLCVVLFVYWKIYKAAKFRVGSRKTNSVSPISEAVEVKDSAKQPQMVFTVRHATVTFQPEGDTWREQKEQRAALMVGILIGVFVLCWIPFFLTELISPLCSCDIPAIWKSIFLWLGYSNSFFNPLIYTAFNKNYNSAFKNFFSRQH
Arr AP2 block – inhibitors of human beta-arrestin and AP2 interaction | FITC-arrestin peptide / GST-AP2 beads, flow cytometry; AP2 beta2 appendage carries R879A mutation | inhibition, % at 10 µM | 340,000 tested, 0.31% active | AID 504490;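 active = inhibition above a set limit, near 3 SD of compounds lacking own fluorescence, cut at about 54% in these data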;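 also: plate controls were DMSO wells for no effect and 5 µM unlabelled arrestin peptide for full effect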
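Material – GST-tagged AP2 beta2-adaptin appendage (R879A) on 4 µm glutathione beads · Probe or stimulus – fluorescein-tagged arrestin peptide at 50 nM final · Timing – 12 min plus 1 h, RT · Detection – bead flow cytometry, FITC channel · Read-out basis – inhibition as reduced fluorescein signal on beads, percent · Medium – PBS plus Tween 20 (0.05%) and BSA (0.1%)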
V-ATPase pH – alters yeast V-ATPase proton transport | S. cerevisiae, pHLuorin cytosolic pH fluorescence | response, % at 10 µM | 350,000 tested, 0.37% active | AID 504577; in the data active = response mostly above about 7.3%, no sharp cut-off; inactive = mostly below about 5.4%; also: actives read high; inactives centre near 0; some compounds called inactive have numbers as strong as hits; reference of the scale not given here
HTR5A inv ag – HTR5A inverse agonism, opioid heterodimer counter-screen; HTR5A cell line, luminescence; inhibition, % at 9.3 µM; 340,000 tested, 0.083% active; in the data active = inhibition mostly above about 23%, no sharp cut-off; inactive = mostly below about 18%;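 also: 0% = cells with DMSO and 100% = no-cell wells with DMSO; some compounds called inactive have numbers as strong as hits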
PKA-R1A activ – PKA-R1A complex activation; PKA-R1A dissociation, Cy5-IP20 fluorescence polarization; scaled: DMSO 0%, 113 µM cGMP 100%; activation, % at 11.4 µM; 340,000 tested, 0.083% active; AID 504707;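 active = percent activation above the mean of all tested compounds plus 3 SD, cut at about 19% in these data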;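 also: higher means more PKAc released from R1A so a rise in polarization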
Pemphigus Ab inh – inhibitors of pemphigus antibody binding to human desmoglein-3. DSG3-coupled beads, scFv-anti-DSG3-GFP binding, flow cytometry; hits give low values. 310,000 tested, 0.48% active. P32926. binding (percent of control), % at 10 µM. AID 588358;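 active = binding more than 3 SD below its plate's average and above zero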;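 also: hits lower antibody fragment binding to DSG3; some compounds called inactive have numbers as strong as hits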
MOR-DOR ag – OPRM1-OPRD1 heterodimerization agonism | cells, luminescence | activation, % at 9.3 µM | 340,000 tested, 0.3% active | AID 504326; in the data active = activation above about 18%;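 also: 0% = vehicle-treated cells and 100% = reference agonist; values of inactives mirror those of a sister screen read the other way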
DAGLB inhibitor – blocks human DAGLB lipase activity; Q8NCG7; HEK293T DAGLB membrane lysate, EnzChek fluorogenic substrate; inhibition, % at 5.17 µM; 340,000 tested, 0.059% active; in the data active = inhibition above about 34%;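 also: 0% = enzyme with vehicle and 100% = wells lacking enzyme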
Target sequence (Q8NCG7 whole entry, looked up): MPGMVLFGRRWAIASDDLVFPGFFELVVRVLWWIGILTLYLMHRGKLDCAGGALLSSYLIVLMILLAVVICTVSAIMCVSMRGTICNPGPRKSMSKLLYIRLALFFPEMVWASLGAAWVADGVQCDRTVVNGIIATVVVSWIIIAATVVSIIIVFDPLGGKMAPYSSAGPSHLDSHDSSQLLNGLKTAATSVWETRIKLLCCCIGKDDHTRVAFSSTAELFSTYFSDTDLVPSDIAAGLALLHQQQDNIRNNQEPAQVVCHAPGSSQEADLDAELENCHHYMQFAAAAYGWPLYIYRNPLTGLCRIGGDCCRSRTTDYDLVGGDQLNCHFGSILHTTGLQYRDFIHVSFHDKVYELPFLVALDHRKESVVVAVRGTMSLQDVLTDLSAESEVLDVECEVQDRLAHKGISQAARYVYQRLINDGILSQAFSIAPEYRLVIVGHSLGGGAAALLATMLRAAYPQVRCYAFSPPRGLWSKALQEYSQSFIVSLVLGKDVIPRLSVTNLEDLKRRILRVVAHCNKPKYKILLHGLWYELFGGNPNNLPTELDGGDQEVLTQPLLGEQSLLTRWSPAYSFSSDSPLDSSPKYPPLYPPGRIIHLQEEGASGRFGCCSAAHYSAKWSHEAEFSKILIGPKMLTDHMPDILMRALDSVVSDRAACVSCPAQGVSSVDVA
An asterisk follows results filed as active; x = no result given.

SMILES	PKA-R2B activ	MOR-DOR inv ag	HTR5A ag ctr	Arr AP2 block	V-ATPase pH	HTR5A inv ag	PKA-R1A activ	Pemphigus Ab inh	MOR-DOR ag	DAGLB inhibitor
O=C(NNC(=O)c1ccc(O)c(Cl)c1)c1cccc(S(=O)(=O)N2CCOCC2)c1	-11	11	1	-3	1	-18	-12	96	-2.0	1
Cn1ccc(C(=O)N/N=C/c2c[nH]c3ccccc23)n1	-2	-22	2	-12	0	-7	9	122	2.8	-1
Cc1ccc(N2C(=O)NC(NC(=O)C(C)(C)C)(C(F)(F)F)C2=O)cc1C (stereo not drawn)	-4	3	0	56*	2	0	2	100	-0.6	0
O=C(CNCc1ccccc1Cl)Nc1ccccc1N1CCCCC1	-4	-26	8	37	-3	-6	-12	105	4.8	-5
CCCc1nc2sc3c(c2c(=O)n1NC(=O)CCCl)CCCC3	0	-1	0	7	3	0	-4	101	0.3	4
O=C(NCCCN1CCCC1=O)c1ccccc1OCc1ccc(Cl)cc1Cl	-5	14	1	11	-3	-5	-4	132	-2.6	-3
COc1cccc(CNC(=O)CCNC(=O)c2ccccc2OC)c1	-7	7	-3	2	-3	-18	-7	101	-1.0	-3
CCOc1ccc(S(=O)(=O)NC2CC2)cc1	-4	1	-3	4	-1	12	-8	118	-0.2	0
Cc1c(NC(=O)C2CC(c3c(F)cccc3Cl)=NO2)c(=O)n(-c2ccccc2)n1C (stereo not drawn)	2	18	0	-5	3	18	-9	126	-3.0	-5
Clc1ccccc1CONc1ncnc2nonc12	-11	7	-2	5	3	-14	-7	107	-0.9	0
CN(C)C(CNc1ncnc2sc3c(c12)CCCC3)c1ccco1 (stereo not drawn)	-6	2	-6	1	-1	2	1	126	-0.4	-2
COc1ccccc1C1CCN(C(=O)c2ccc(Cl)cc2)CC1	-4	-8	-1	-2	-4	5	-2	117	1.7	-16
CC1(c2ccccc2)CC2CC(c3ccccc3)N1O2 (stereo not drawn)	-2	11	2	-2	9	-24	-2	96	-2.1	-5
O=C(CCC(=O)N1CCSc2ccccc21)NCCc1ccccc1	8	5	0	15	-2	6	2	87	-0.9	-1
COc1ccc(Sc2nnc(-c3ccccc3)cc2C#N)cc1	-6	1	4	4	1	-23	-15	89	-0.1	-1
Cc1ccc2oc(=O)c3cnn(CC(=O)NC4CCN(Cc5ccccc5)CC4)c3c2c1	2	-14	11	2	1	-33	-1	107	2.4	3
O=[N+]([O-])c1cccc2ccc(/C=C/c3ccc(Cl)cc3)nc12	1	7	-8	27	-4	21	-10	116	-1.3	-7
CCC1CCCCN1CCCNC(=O)Cn1c(=O)c2cccn2c2ccccc21 (stereo not drawn)	1	5	3	-2	8	18	-2	x	-1.1	0
Cc1cc(NC(=O)CSc2nnc(-c3cccc(Cl)c3)o2)no1	0	12	1	-13	1	-4	-3	110	-2.2	1
Cc1ccc(C2=NN(C(=O)CN3C(=O)c4ccccc4S3(=O)=O)C(c3ccco3)C2)cc1 (stereo not drawn)	0	10	3	-6	-2	-8	-4	101	-2.0	-1
CCOC(=O)c1csc(NC(=O)CSc2nnnn2CC)n1	15	-1	1	6	-1	-17	5	92	0.1	0
CCN(CC)CCOC(=O)C(Cc1cccc2ccccc12)CC1CCCO1 (stereo not drawn)	-10	2	3	-7	-4	-11	-2	106	-0.5	1
COC(=O)c1ccccc1NC(=O)CCS(=O)(=O)c1ccc(Br)cc1	-8	13	-4	5	2	-2	12	106	-1.9	0
O=C(CSc1ncnc2ccccc12)Nc1ccc2c(c1)OCO2	-2	19	-2	1	0	5	-6	104	-3.4	-2

Structures from the list above containing a thiophene ring, fused or not (2):
SMILES	PKA-R2B activ	MOR-DOR inv ag	HTR5A ag ctr	Arr AP2 block	V-ATPase pH	HTR5A inv ag	PKA-R1A activ	Pemphigus Ab inh	MOR-DOR ag	DAGLB inhibitor
CCCc1nc2sc3c(c2c(=O)n1NC(=O)CCCl)CCCC3	0	-1	0	7	3	0	-4	101	0.3	4
CN(C)C(CNc1ncnc2sc3c(c12)CCCC3)c1ccco1 (stereo not drawn)	-6	2	-6	1	-1	2	1	126	-0.4	-2

(further entries)
SMILES	PKA-R2B activ	MOR-DOR inv ag	HTR5A ag ctr	Arr AP2 block	V-ATPase pH	HTR5A inv ag	PKA-R1A activ	Pemphigus Ab inh	MOR-DOR ag	DAGLB inhibitor
Cc1occc1-c1nc(-c2ccccn2)no1	-15	2	-2	-6	3	-18	-12	90	-0.4	-6
O=C(NCCc1nc2ccccc2[nH]1)C1CCC(=O)N(CCc2cccc(F)c2)C1 (stereo not drawn)	5	10	3	-4	-1	-6	-1	117	-1.9	1
Cc1ccc(C(O)CSc2nnc(-c3ccc4ccccc4c3)n2C)cc1 (stereo not drawn)	2	11	-2	-1	-3	-14	-6	102	-2.1	-3
O=C1CN(C(=O)COC(=O)CCC(=O)c2ccc(Cl)cc2)c2ccccc2N1	-4	7	-1	2	0	3	3	115	-1.3	-4
COc1ccc(NC(=O)Nc2cccc3c2O[C@@H](CN(C)CC2CCCCC2)[C@@H](C)CN([C@H](C)CO)C3=O)cc1	-3	3	0	26	-1	-5	2	98	-0.5	-2
CCCC(c1nnnn1Cc1cccs1)N1CCN(c2nc3ccccc3s2)CC1 (stereo not drawn)	2	3	-3	-3	2	-17	1	89	-0.5	0
Cc1ccccc1NS(=O)(=O)c1cc2c(cc1C)NC(=O)CO2	9	6	0	-1	-3	-34	4	110	-1.1	4
Cc1ccc(S(=O)(=O)NC(C)C(c2cccs2)N2CCN(C)CC2)cc1 (stereo not drawn)	-6	7	1	11	3	10	-8	88	-1.2	2
COc1ccccc1NS(=O)(=O)c1cc(N=N/C(C(=O)Nc2ccc(Cl)cc2)=C(/C)O)ccc1C	0	2	3	5	3	-7	1	102	-0.6	0
O=C(C[N+]1(CC#Cc2ccccc2)CCCCC1)c1ccccc1	-4	7	-3	7	2	19	-8	108	-1.4	-1
CN(C(=O)CN(c1ccccc1)S(=O)(=O)c1ccc(F)cc1)C1CCS(=O)(=O)C1 (stereo not drawn)	-12	6	2	-7	2	25	-8	90	-1.1	0
Cc1cc(C)n(CCC(=O)N2CCc3ccccc32)n1	-4	10	-3	0	-3	-26	-9	100	-1.9	-1

Copied from the list:
In DAGLB inhibitor, O=C(NCCc1nc2ccccc2[nH]1)C1CCC(=O)N(CCc2cccc(F)c2)C1 (stereo not drawn) shows 1
In Arr AP2 block, Cc1ccc(S(=O)(=O)NC(C)C(c2cccs2)N2CCN(C)CC2)cc1 (stereo not drawn) shows 11
In HTR5A ag ctr, O=C(C[N+]1(CC#Cc2ccccc2)CCCCC1)c1ccccc1 shows -3
In Arr AP2 block, O=C1CN(C(=O)COC(=O)CCC(=O)c2ccc(Cl)cc2)c2ccccc2N1 shows 2

Going on with the list.
SMILES	PKA-R2B activ	MOR-DOR inv ag	HTR5A ag ctr	Arr AP2 block	V-ATPase pH	HTR5A inv ag	PKA-R1A activ	Pemphigus Ab inh	MOR-DOR ag	DAGLB inhibitor
Cc1cc(NC(=O)CSc2nc3cc(C(=O)NCCCOC(C)C)ccc3c(=O)n2Cc2ccco2)no1	0	-50	-1	-9	-6	2	-6	110	10	5
COc1cccc(C(=O)N2CCN(C(=O)Cc3ccccc3)CC2)c1	-4	7	5	11	4	5	2	104	-1.4	0
C/C(=N/N1CCN(c2ccccn2)CC1)c1ccc([N+](=O)[O-])cc1	-5	-6	-4	-2	1	-13	1	99	1.2	-2
CCCCNc1cc(F)nc(N)n1	5	-4	-1	6	2	2	-5	94	0.6	-1
Nc1nc(SCC(=O)Nc2cccc([N+](=O)[O-])c2)n[nH]1	-5	15	1	-6	-1	-5	10	126	-3.1	3
COc1cccc(/C=C2\SC(=S)N(CCCC(=O)Nc3cc(C)on3)C2=O)c1	8	11	4	-13	0	-2	0	100	-2.1	2
O=C(CCCc1c[nH]c2ccccc12)Nc1ncccc1O	-2	11	-2	3	-3	10	13	98	-1.6	0
CCOC(=O)N1CCC(NC(=O)c2ccc3c(c2)N(Cc2ccc(C)cc2)CCS3)CC1	-9	-9	0	1	1	-3	3	113	1.6	1
COc1ccc(N2CC(O)=C(c3nc4ccccc4s3)C2=N)c(OC)c1	4	1	-4	6	-1	12	4	x	-0.3	6
CC(NC(=O)COC(=O)c1cccnc1Cl)C12CC3CC(CC(C3)C1)C2 (stereo not drawn)	1	-7	0	-34	5	0	8	100	1.3	0
CCOC(=O)c1ccc(N=Nc2c(C)c(C#N)c(O)[nH]c2=O)cc1	-4	4	6	2	1	0	-9	87	-0.6	0
CCN(C(=O)COC(=O)CCc1ccccc1)c1ccccc1	6	4	9	37	0	-26	13	100	-0.7	-3
O=C(CN1CCOCC1)Nc1ccccc1C(=O)O	-2	12	-5	5	4	17	6	103	-2.1	-1
O=C(CCN1C(=O)[C@@H]2Cc3ccccc3CN2C1=O)N[C@H](C(=O)O)c1ccccc1	2	11	1	6	6	-3	-5	101	-2.0	-1
COc1cc(/C=C2\CCCc3c2nc2ccccc2c3C(=O)O)cc(OC)c1O	-2	-4	2	4	0	-5	-3	102	0.7	1
c1ccc(CSc2ncnc3c2ncn3C2CCCCO2)cc1 (stereo not drawn)	0	-2	4	-9	0	-17	-7	99	0.3	-4
O=[N+]([O-])c1cc(C(F)(F)F)cc([N+](=O)[O-])c1NCCCN1CCOCC1	-12	-15	3	-20	3	-7	-12	95	2.8	1
O=C(Nc1nccs1)c1cc2cc(Cl)ccc2oc1=O	5	9	-3	0	0	-4	0	109	-1.8	-3
CC1(C)CC(=O)C(C=NCCN2CCN(C(=S)Nc3ccccc3)CC2)=C(O)C1	5	-23	-4	4	0	9	-1	x	3.8	-1
O=C(NCCc1ccccn1)C1CCCN(S(=O)(=O)Cc2ccccc2)C1 (stereo not drawn)	-8	12	1	-1	-1	5	-5	100	-2.5	2
O=C(Nc1ccc(Cl)cn1)c1cnn2cccnc12	-4	9	-2	-2	-3	4	-1	x	-2.2	-3
CCN(CC)S(=O)(=O)c1ccc(/C=C/C(=O)Nc2ccc(F)c(F)c2F)cc1	0	-13	2	-10	1	-9	-5	97	2.4	-4
CN1CCN(C(=S)NC(=O)c2ccc(S(=O)(=O)N3CCOCC3)cc2)CC1	-3	9	2	0	-2	1	-3	99	-1.7	0
COCCCNc1nc2ccccc2nc1NS(=O)(=O)c1cc(Cl)ccc1Cl	5	-3	3	18	-4	-10	4	108	0.7	3
COc1cc(-c2cc(C(=O)OCC(=O)Nc3ccc4c(c3)OCO4)c3ccccc3n2)cc(OC)c1OC	-4	6	-2	2	-1	-30	-13	85	-1.1	-2
O=C(COc1ccc(Cl)cc1)NCc1ccccc1	3	0	-5	2	2	17	12	116	-0.1	-2
COc1cc(SC)ccc1C(=O)NCCN1CCOCC1	14	15	4	11	1	-10	-12	x	-3.0	2
COc1ccc(NC(=O)Nc2cccc([N+](=O)[O-])c2)cc1Cl	-1	-16	1	-4	2	-17	-3	103	3.6	-2
CC1CCC(NC(=O)c2ccc(Br)o2)CC1 (stereo not drawn)	7	x	x	x	x	x	-1	103	x	-1
COc1ccc(OC)c(NC(=O)C2CC(=O)n3ncnc3N2)c1 (stereo not drawn)	7	13	-3	31	-4	-1	4	x	-2.6	1
CNC(=O)C1CCC(=O)N1Cc1ccc(C)cc1 (stereo not drawn)	2	13	-2	1	-1	-1	2	108	-2.3	1
Clc1ccccc1Nc1c2c(nc3ncnn13)CCC2	-6	10	-3	0	-2	-27	3	105	-1.9	3
